M1 ag: activates human CHRM1 receptor | P11229 | CHO-K1 hM1, Fluo-8 calcium fluorescence, agonist mode; 0% DMSO, 100% acetylcholine EC100 | 0.33% of 360,000 active | activation, % at 3 µM;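 active = activation above the run's mean compound activation plus 3 SD, cut at about 16% in these data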;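 also: peak over basal fluorescence ratio within a 140 s kinetic read after compound addition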
Target sequence (P11229 whole entry, looked up): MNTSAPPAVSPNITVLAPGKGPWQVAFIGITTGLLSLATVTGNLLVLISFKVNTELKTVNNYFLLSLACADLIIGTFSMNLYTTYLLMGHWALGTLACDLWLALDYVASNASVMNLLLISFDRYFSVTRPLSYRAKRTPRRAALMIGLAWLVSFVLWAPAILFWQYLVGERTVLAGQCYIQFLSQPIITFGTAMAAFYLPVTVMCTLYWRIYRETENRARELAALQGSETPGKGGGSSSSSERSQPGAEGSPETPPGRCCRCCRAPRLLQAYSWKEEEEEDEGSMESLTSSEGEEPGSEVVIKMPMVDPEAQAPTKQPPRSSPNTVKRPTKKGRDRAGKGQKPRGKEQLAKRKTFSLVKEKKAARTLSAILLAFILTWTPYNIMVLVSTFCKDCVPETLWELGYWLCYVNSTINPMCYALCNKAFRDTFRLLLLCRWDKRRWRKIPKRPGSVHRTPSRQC
CHO parental Ca: counter-screen: ATP calcium response change in parental CHO cells; inhibition, % at 5.6 µM; 0.63% of 330,000 active; parental CHO-K1, ATP-induced calcium, Fluo-8 fluorescence;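 active = inhibition above that plate's mean sample inhibition plus 3 SD, cut at about 26% in these data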;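 also: 0% = ATP-challenged DMSO wells and 100% = DMSO wells without ATP; some compounds past the cut are filed as inactive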
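test system = CHO parental line | reagent = ATP stimulus | measured by = intracellular calcium via Fluo-8 no-wash fluorescent dye | control set = ATP and no-ATP DMSO wells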
OXTR potentiator: human OXTR potentiation; 0.061% of 320,000 active; activation, % at 3 µM; CHO-OTR cells, Fluo-8 calcium fluorescence, potentiator mode; 0% = oxytocin EC15, 100% = EC100;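 active = activation above that plate's cutoff, the mean activation of tested compounds plus 3 SD, cut at about 6.6% in these data, passing the limit was not always enough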;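 also: 100% uses oxytocin at 75 nM as the full agonist control; some results filed as inactive read as strong as hits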
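test system = CHO-OTR cells, human receptor | compound = single-point 3.0 µM | schedule = 6 min compound pre-incubation at room temperature, 100 s kinetic read | signal = Fluo-8 no-wash calcium dye fluorescence, excitation 470-495 nm, emission 515-575 nm | repeats = single well per compound, singlicate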
TAAR1 ag: human TAAR1 agonism; Q96RJ0; activation, % at 3 µM; AID 624467; 0.99% of 360,000 active; CHO RD-HGA16 TAAR1, Fluo-8 calcium fluorescence; vehicle wells 0%, saturating PEA agonist 100%;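 active = activation above the mean activation of all test compounds in the run plus 3 SD, cut at about 38% in these data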
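Test system: RD-HGA16 (CHO) cells co-expressing Gα16 and hTAAR1; dosing: one-point dosing at 3 µM (nominal); timing: 17-24 h seeding, 75 min 37 °C dye, 30 min RT; signal: kinetic Fluo-8 calcium fluorescence; read-out basis: % activation relative to PEA EC100 response; controls: DMSO and PEA EC100; replicates: n 1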
TAAR1 antagonist: antagonists of human TAAR1; Q96RJ0; CHO RD-HGA16 TAAR1, Fluo-8 calcium fluorescence, antagonist; AID 624466; inhibition, % at 3 µM; 1.5% of 360,000 active;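 active = inhibition above a per-plate cutoff, the mean inhibition of test compounds on that plate plus 3 SD, cut at about 49% in these data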;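 also: 0% = DMSO plus EC80 beta-PEA response and 100% = DMSO alone without agonist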
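Test system – hTAAR1-expressing CHO RD-HGA16 cells, Gα16-coupled · Reagent – β-PEA at EC80 concentration, post-compound challenge · Compound dosing – 3 µM, single point · Timing – 140 s kinetic read after compound, 140 s after agonist · Detection – Fluo-8 intracellular calcium dye fluorescence, real-time kinetic reads · Control set – DMSO and EC80 PEA controls · Repeats – n of 1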
V1aR counter: counter-screen for oxytocin receptor agonists: human V1a receptor agonists; P37288; CHO-V1R cells, Fluo-8 calcium fluorescence, agonist mode; 0% DMSO, 100% 3 nM vasopressin; activation, % at 3 µM; 0.25% of 320,000 active;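 active = activation above the mean activation of all tested compounds plus 3 SD, per screening run, cut at about 20% in these data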;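 also: signal is peak over basal fluorescence ratio across a 100 second FLIPR read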
Target sequence (P37288 whole entry, looked up): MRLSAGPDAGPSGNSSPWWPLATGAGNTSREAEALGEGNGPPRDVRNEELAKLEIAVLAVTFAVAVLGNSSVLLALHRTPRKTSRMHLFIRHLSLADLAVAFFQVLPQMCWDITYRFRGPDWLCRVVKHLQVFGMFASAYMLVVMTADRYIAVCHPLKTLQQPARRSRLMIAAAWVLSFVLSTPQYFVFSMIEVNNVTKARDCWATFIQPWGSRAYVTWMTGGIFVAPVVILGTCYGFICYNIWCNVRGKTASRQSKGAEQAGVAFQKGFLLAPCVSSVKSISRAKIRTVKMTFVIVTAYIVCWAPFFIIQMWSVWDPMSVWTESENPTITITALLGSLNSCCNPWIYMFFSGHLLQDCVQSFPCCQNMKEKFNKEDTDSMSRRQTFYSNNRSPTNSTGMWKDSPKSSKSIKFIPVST
CHRM1 PAM: positive allosteric modulators of human M1 muscarinic receptor | P11229 | CHO-K1 hM1, Fluo-8 calcium fluorescence, ACh EC20; 0% = ACh EC20, 100% = maximal ACh | activation, % at 3 µM | 0.088% of 360,000 active; in the data active = activation above about 19%, passing the limit was not always enough
CHRM1 antagonist: blocks human M1 muscarinic receptor; 1.3% of 360,000 active; CHO-K1 hM1, Fluo-8 calcium fluorescence, ACh EC80 antagonist; AID 588852; P11229; inhibition, % at 3 µM;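 active = percent inhibition above its own plate's cutoff, namely the mean of that plate's compound wells plus 3 SD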;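 also: peak over basal fluorescence ratio during 140 s after agonist addition; 0% = ACh EC80 plus DMSO and 100% = DMSO alone without agonist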
OXTR agonist: agonists of human oxytocin receptor; CHO-OTR cells, Fluo-8 calcium fluorescence; normalized: DMSO 0%, oxytocin 100%; 0.32% of 320,000 active; activation, % at 3 µM;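 active = activation above the mean of all tested compounds plus 3 SD, cutoff set per screening run, cut at about 20% in these data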;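 also: peak over basal fluorescence ratio from a 100 s FLIPR kinetic read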
Starred values were filed as active, the others as inactive; / = no result given.

SMILES	M1 ag	CHO parental Ca	OXTR potentiator	TAAR1 ag	TAAR1 antagonist	V1aR counter	CHRM1 PAM	CHRM1 antagonist	OXTR agonist
CC1(C)C(c2cccs2)=[N+]([O-])C2(CCCCC/C2=N\NC(N)=S)N1O (stereo not drawn)	-2	-8	0	20	4	0.8	9	-13	0.7
O=c1c2ccccc2nc2sc(Nc3cccc(Cl)c3)nn12	-3	-8	-4	7	16	0.1	3	-4	0.4
O=C(CSCc1ccc(Cl)cc1)N1CCCCC1	-4	-15	-14	23	7	0.5	6	-8	-1.1
COc1ccc(CN(C(=O)c2oc3ccccc3c2C)C2CCS(=O)(=O)C2)cc1 (stereo not drawn)	1	-12	-7	14	20	0.8	-1	-10	2.6
CC12CCC(C(=O)Nc3cccc(Cl)c3Cl)([C@H](Br)C1=O)C2(C)C (stereo partly drawn)	-4	-25	-8	13	-23	-1.4	8	-9	-3.0
CC(C)(C)NC(=O)CN(C(=O)C(=O)Nc1ccc2c(c1)OCCO2)N1CCOCC1	-3	0	-4	1	-8	3.6	0	3	0.9
O=C(Nc1cccnc1)c1ccc(F)cc1	-4	-12	-10	0	3	0.8	1	4	-1.4
COC(=O)c1cc(NS(=O)(=O)c2ccc(NC(C)=O)cc2)ccc1Cl	-1	-9	-14	3	-15	0.4	-2	11	1.0
COc1cccc(CNC(=O)c2cccc(S(=O)(=O)N3CCN(c4ccc(F)cc4)CC3)c2)c1	5	12	-17	21	26	9.4	0	13	10
Cc1ccc(C(C)C)c(OCC(=O)NC2CCN(C)CC2)c1	-3	-11	-3	0	-5	0.2	11	-14	0.4

Part of the list above in order of count of non-hydrogen atoms, ascending:
SMILES	M1 ag	CHO parental Ca	OXTR potentiator	TAAR1 ag	TAAR1 antagonist	V1aR counter	CHRM1 PAM	CHRM1 antagonist	OXTR agonist
Cc1ccc(C(C)C)c(OCC(=O)NC2CCN(C)CC2)c1	-3	-11	-3	0	-5	0.2	11	-14	0.4
COc1ccc(CN(C(=O)c2oc3ccccc3c2C)C2CCS(=O)(=O)C2)cc1 (stereo not drawn)	1	-12	-7	14	20	0.8	-1	-10	2.6
COc1cccc(CNC(=O)c2cccc(S(=O)(=O)N3CCN(c4ccc(F)cc4)CC3)c2)c1	5	12	-17	21	26	9.4	0	13	10

The listing continues.
SMILES	M1 ag	CHO parental Ca	OXTR potentiator	TAAR1 ag	TAAR1 antagonist	V1aR counter	CHRM1 PAM	CHRM1 antagonist	OXTR agonist
Cc1ccc(S(=O)(=O)c2nc(S(C)(=O)=O)sc2N2CCOCC2)cc1	-5	-14	-5	0	-5	0.3	6	-12	0.5
O=C(Nc1nc2nc(-c3ccccc3)cc(-c3ccccc3)n2n1)c1ccco1	-2	-19	1	10	34	-0.2	-11	20	-2.6
CC(=O)C(Sc1nc(N(C)C)nc(N(C)C)n1)C(=O)Nc1ccccc1 (stereo not drawn)	-6	-15	6	7	15	0.1	5	-6	-0.4
CC1(C(=O)Nc2cccc3c2CCCC3)CCN1C(=O)CCC1CCCC1 (stereo not drawn)	-6	/	/	-1	-19	/	-1	-8	/
O=C(O)CCC(=O)c1ccc2sc3ccccc3c2c1	-1	/	/	2	-9	/	13	-15	/
O=C1C=CC[C@H](/C=C/C[C@@H](O)C[C@H](O)CCc2ccccc2)O1	-4	-5	1	/	/	0.4	0	4	-0.1
CSc1ccc(N2C(=O)NC3(CCCCC3)C2=O)cc1	-4	-6	-1	16	13	-0.3	7	-10	-0.9
O=C(/C=C/c1ccccc1Cl)N(Cc1cccs1)C1CCS(=O)(=O)C1 (stereo not drawn)	-3	-22	-7	13	-1	1.2	3	-1	-1.4
CCN(CC(=O)NCCCN1CCOCC1)S(=O)(=O)c1ccc(Cl)cc1	-6	0	-1	1	-4	0.5	16	-16	1.2
O=C(NNC(=O)c1csc(N2CCOCC2)n1)c1cccnc1	1	-6	1	0	-5	1.9	17	-17	0.1
Cc1cc(SC(C)C(=O)Nc2c(C)n(C)n(-c3ccccc3)c2=O)nc2ccccc12 (stereo not drawn)	-6	-33	1	3	2	-1.2	12	-26	-1.8
CC1(C)C2CCC1(CS(=O)(=O)N1CCC(C(N)=O)CC1)C(=O)C2 (stereo not drawn)	-4	-5	-7	7	-11	-0.1	3	-3	0.4
COc1ccc(-c2ccc(C(=O)NCC3CC3)c3occc23)c(C)c1	-5	/	/	0	10	/	-10	5	/
Cc1ccc(NC(=O)Cn2c(=O)n(Cc3ccco3)c(=N)c3c4c(sc32)COC(C)(C)C4)cc1	-4	-10	-3	4	-11	-0.6	10	-35	-0.6
CCCN1CCC(=O)N([C@H](CSc2ccc(OC)cc2)CC(C)C)CC1	-14	-16	-4	2	-10	0.3	-3	10	-0.3
CCOc1ccc(CNC(=O)Cn2nc(C)n3nc(-c4ccccc4)cc3c2=O)cc1	-1	-11	-4	3	-31	0.1	11	-12	0.9
COc1ccc(N(CC(=O)Nc2ccc(S(=O)(=O)N3CCOCC3)cc2)S(=O)(=O)c2ccccc2)cc1	-1	8	-11	23	28	2.5	3	-33	1.7
CCOC(=O)Nc1ccc2c(CN3CCC(C(=O)OC)CC3)cc(=O)oc2c1	-5	-7	-7	2	-22	0.2	2	2	-0.2
COc1cc(-c2nnc(NC(=O)CCS(=O)(=O)c3ccccc3)o2)cc(OC)c1OC	-7	-27	-4	0	-6	1.0	-2	5	0.9
COc1ccc(S(=O)(=O)N(CC(=O)Nc2ccc3c(c2)OCO3)c2ccccc2OC)cc1	0	-4	-12	14	69*	-0.6	-9	31*	-2.2
COC(=O)c1cccc(NC(=S)Nc2cc(Cl)ccc2OC)c1	-3	-5	-8	6	-12	0.1	6	-8	0.3
Cc1cccc(/C=C2/SC(=O)N(Cc3ccccc3Cl)C2=O)n1	-3	-7	-2	2	-24	1.1	2	1	-0.4
Cc1ccc(NC(=O)C2=CCN(S(=O)(=O)c3ccc(F)cc3)CC2)c(C)c1	-2	-17	3	-1	-12	-0.1	0	-2	-0.1
O=C1NC[C@H](Cc2ccccc2)N(C[C@@H]2CCCN2C[C@H](Cc2ccccc2)N2C[C@H](Cc3ccccc3)N(CC3CCCCC3)C(=O)C2=O)C1=O	-7	/	/	2	-13	/	4	-2	/
O=C(CNC(=O)c1n[nH]c2ccccc12)Nc1ccc(F)c(F)c1F	-1	-4	0	7	16	0.2	-5	7	1.5
CCCCNC(=O)CC(NS(=O)(=O)c1ccc(C)cc1)c1ccco1 (stereo not drawn)	-5	-15	1	6	-2	-0.3	6	-4	-0.3
CC(OC(=O)CC1Sc2ccccc2NC1=O)C(=O)N(C)Cc1ccccc1 (stereo not drawn)	0	/	/	4	5	/	3	-1	/
O=C(Nc1nncs1)c1ccc(Br)c(S(=O)(=O)N2CCCC2)c1	-2	-5	-12	2	7	1.2	6	-3	3.4
CCN(CC)Cc1c(O)ccc2occ(C(=O)c3ccc(OC)cc3)c12	-3	-3	-9	4	-1	1.3	3	-18	0.1
CCN(c1ccccc1)S(=O)(=O)c1ccc(OC)c(NC(=O)CN(C)C)c1	-3	-17	-3	1	-34	1.6	16	-19	-2.0
COc1cc(/C=N/N2C(=O)C3C4C=CC(CC4)C3C2=O)ccc1O (stereo not drawn)	-8	2	-8	12	9	-0.5	-13	12	-0.9
Cc1ccc(N2C(=N)/C(=C3/Nc4ccccc4S3)C(c3ccccc3)C2=O)cc1 (stereo not drawn)	-3	-2	-4	2	-16	0.1	10	-5	-0.1
CC(C)CCN1CCC(n2nccc2NC(=O)c2ccc3c(c2)OCO3)CC1	-5	1	-2	3	0	-0.7	-3	1	-0.6
CC(C)CNC(=O)C1(C)CCN1C(=O)c1ccc(C(C)(C)C)cc1 (stereo not drawn)	2	/	/	3	-13	/	5	-18	/
CC12COC3(C(=O)Nc4cccnc4)CC1CCC32C (stereo not drawn)	-2	2	4	1	0	0.2	-6	13	0.0
COc1ccc2[nH]c(C(=O)Nc3ccccc3Cl)cc2c1	/	-9	-2	8	-24	-0.8	/	/	-0.1
CCOC(=O)c1c(-c2ccccc2)oc2ccc(OCC(=O)NN)cc12	5	-18	-7	-1	7	0.3	19	-8	-1.5
CCC(C(=O)NC(C)(C)C)N(C(=O)Cn1nnc(-c2ccccc2F)n1)c1cnc2ccccc2c1 (stereo not drawn)	-2	-8	-9	4	8	1.8	3	-2	0.1
CCCCn1c(Nc2ccc(OC)cc2)nc2ccccc21	-9	-10	-4	3	-11	0.0	-8	4	-0.7

Structural class, those above containing a thiophene ring, fused or not
SMILES	M1 ag	CHO parental Ca	OXTR potentiator	TAAR1 ag	TAAR1 antagonist	V1aR counter	CHRM1 PAM	CHRM1 antagonist	OXTR agonist
CC1(C)C(c2cccs2)=[N+]([O-])C2(CCCCC/C2=N\NC(N)=S)N1O (stereo not drawn)	-2	-8	0	20	4	0.8	9	-13	0.7
O=C(O)CCC(=O)c1ccc2sc3ccccc3c2c1	-1	/	/	2	-9	/	13	-15	/
O=C(/C=C/c1ccccc1Cl)N(Cc1cccs1)C1CCS(=O)(=O)C1 (stereo not drawn)	-3	-22	-7	13	-1	1.2	3	-1	-1.4
Cc1ccc(NC(=O)Cn2c(=O)n(Cc3ccco3)c(=N)c3c4c(sc32)COC(C)(C)C4)cc1	-4	-10	-3	4	-11	-0.6	10	-35	-0.6

Complete entries as entered above. Screens in order: M1 ag | CHO parental Ca | OXTR potentiator | TAAR1 ag | TAAR1 antagonist | V1aR counter | CHRM1 PAM | CHRM1 antagonist | OXTR agonist
Cc1ccc(N2C(=N)/C(=C3/Nc4ccccc4S3)C(c3ccccc3)C2=O)cc1 (stereo not drawn) as listed: -3 | -2 | -4 | 2 | -16 | 0.1 | 10 | -5 | -0.1
CC(C)CCN1CCC(n2nccc2NC(=O)c2ccc3c(c2)OCO3)CC1 as listed: -5 | 1 | -2 | 3 | 0 | -0.7 | -3 | 1 | -0.6

Screening data deposited in PubChem by The Scripps Research Institute Molecular Screening Center.
